# STAT1 act: STAT1 signaling activators, primary screen, cell-based, HTS, luciferase reporter; 200,000 tested, 2.6% active; NIH 3T3 STAT1-luciferase reporter, IFN-gamma, luminescence; 100% = IFN-gamma alone, no compound; AID 932, 2007; activation (% of control), % at 5.5 µM;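 active = activation above the screen-wide mean activation plus 3 SD, cut at about 130% in these data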;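 also: raw ratio to IFN-gamma control signal so 100% means no change and 0% no light; values of inactives mirror those of a sister screen read the other way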
# G6PDH counter: L. mesenteroides G6PDH inhibitors, counter-screen for G6PDH-coupled screening assays, biochemical, Leuconostoc mesenteroides enzyme; glucose-6-phosphate dehydrogenase [Leuconostoc mesenteroides]; Purified L. mesenteroides G6PDH, diaphorase/resazurin coupled fluorescence, 45 min; inhibition, % at 5 µM; 200,000 tested, 0.12% active; AID 1020, 2008; in the data active = inhibition above about 50%
# FLuc act counter: FLuc activators, initial screening, artefact control for FLuc-dependent activation tests, biochemical, ATPlite luminescence | 200,000 tested, under 10 active | Luciferin 4-monooxygenase (Photinus pyralis), P08659 | activation factor at 10 µM | ATPlite luciferase biochemical, 10 min; 0 = ATP-free wells, 1 = DMSO control;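 active = luciferase activation factor, scaled between plate controls, of at least 2 with compound at 10 µM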
# Target sequence (P08659 whole entry, looked up): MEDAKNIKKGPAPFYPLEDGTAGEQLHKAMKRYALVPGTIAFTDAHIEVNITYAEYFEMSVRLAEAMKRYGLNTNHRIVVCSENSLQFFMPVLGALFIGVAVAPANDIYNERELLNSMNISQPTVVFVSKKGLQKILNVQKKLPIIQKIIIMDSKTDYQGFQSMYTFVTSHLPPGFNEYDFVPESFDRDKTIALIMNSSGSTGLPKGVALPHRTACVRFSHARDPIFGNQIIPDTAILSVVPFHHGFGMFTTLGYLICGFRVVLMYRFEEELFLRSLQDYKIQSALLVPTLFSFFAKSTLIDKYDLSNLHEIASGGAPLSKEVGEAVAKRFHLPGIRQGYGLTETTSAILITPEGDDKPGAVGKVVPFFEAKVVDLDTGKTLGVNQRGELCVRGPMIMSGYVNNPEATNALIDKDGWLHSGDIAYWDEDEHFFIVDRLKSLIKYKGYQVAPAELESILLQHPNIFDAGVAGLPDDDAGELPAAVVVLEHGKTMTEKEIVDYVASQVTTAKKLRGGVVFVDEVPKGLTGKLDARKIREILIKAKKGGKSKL
#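 System: cell-free luciferase reagent; medium: PBS as buffer for the ATP substrate; doses: test compounds dosed from 2 mM stocks in 100% DMSO; incubation: 10 min, room temperature; measured by: luminescence from luciferase reaction; read-out: luciferase activation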
# Hsp70 act: Hsp70 transcriptional activators, primary screen, cell-based, HeLa, Hsp70 promoter luciferase, luminescence, 10 µM; HeLa Hsp70 promoter luciferase reporter; scaled: vehicle 0, proteasome-inhibitor control 100%; 200,000 tested, 0.04% active; activation, % at 10 µM;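 active = activation above the mean across all tested compounds plus 3 SD, cutoff set per campaign, cut at about 5.5% in these data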;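 also: 100% = MG132 at 30 µM as the positive control and 0% = DMSO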
# Redox H2O2 prof: compounds producing H2O2 with reducing agent – biochemical, NIH compound library profiling, artefact control for MLSCN library redox annotation, primary screen; DTT-dependent redox cycling H2O2, phenol red/HRP absorbance; 100% = 100 µM peroxide control, 0% = buffer; activation, % at 10 µM; 200,000 tested, 0.03% active; AID 878, 2007;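 active = activation of at least 50% relative to the plate's high and low controls in the primary single-dose screen; inactive = activation below 50%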;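 also: compound incubated with DTT at 0.8 mM final as the reducing agent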
# APP 5UTR inh: inhibitors of APP translation via 5'UTR reporter, primary screen, APP 5'UTR luciferase, SH-SY5Y cells; SH-SY5Y APP 5'UTR-luciferase reporter, luminescence; inhibition, % at 2 µM; 190,000 tested, 0.82% active;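 active = inhibition above a set limit, derived from the sample mean plus 3 SD, cut at about 45% in these data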; also: values of inactives mirror those of a sister screen read the other way
# FLuc inh counter: firefly luciferase enzyme inhibitors, primary screen, artefact control for luciferase-based inhibitor screens, biochemical, luminescence, ATPLite; 10 min; inhibition, % at 10 µM; 200,000 tested, 1.5% active; AID 1006, 2008;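 active = inhibition above about 50% when tested at 10 µM, limit read from the data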
# Efa HMGR inh: inhibitors of E. faecalis class II HMGR, primary screen, biochemical, Enterococcus faecalis | inhibition, % at 10 µM | purified E. faecalis HMGR, NADPH absorbance 340 nm kinetic | 190,000 tested, 0.41% active;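 active = inhibition above a set limit, the median over all tested compounds plus 3 SD, cut at about 9.5% in these data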;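 also: enzyme runs in reverse so mevalonate oxidation gives rising NADPH absorbance; 0% = complete reaction with DMSO and 100% = background rate lacking mevalonate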
# APP 5'UTR act: activators of APP 5'UTR luciferase reporter, primary screen, SH-SY5Y cells; SH-SY5Y APP 5'UTR luciferase reporter, luminescence; zero percent = DMSO vehicle wells; activation, % at 2 µM; AID 1276, 2008; 190,000 tested, 1% active;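 active = activation above a set limit, based on mean plus 3 SD of controls, cut at about 140% in these data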; also: values of inactives mirror those of a sister screen read the other way
# NF-kB expr up: activators of NF-kB expression in neurons, primary screen, cell-based, HTS | 190,000 tested, 1.6% active | fold change at 12.5 µM | human neuronal cells, NF-kB reporter expression; hits give high values; in the data active = fold change above about 3.3
# Numbers without * were called inactive; / = no result given. No enrichment for hits; any-hit rate near 5.3%.
SMILES,STAT1 act,G6PDH counter,FLuc act counter,Hsp70 act,Redox H2O2 prof,APP 5UTR inh,FLuc inh counter,Efa HMGR inh,APP 5'UTR act,NF-kB expr up
COc1ccccc1NC(=O)c1ccc(Cl)c(S(=O)(=O)N2CCOCC2)c1,99,5,1,0.1,-0.8,-14,-5,-4,14,1.1
O=C(NCC1OCCc2ccccc21)C1COc2ccccc2O1 (stereo unspecified),102,-2,1,-0.4,-0.4,3,0,4,-3,1.3
C=CCNC(=O)c1ccccc1S(=O)c1ccccc1C#N (stereo unspecified),99,0,1.1,-0.5,1.5,-17,-6,-2,17,1.3
Cc1cccc(C)c1NC(=S)N(CCCN1CCCCC1)Cc1ccco1,104,3,1,-0.4,-0.1,-19,-3,-1,19,1.5
COc1ccc(C(CNC(=O)c2cccc(Br)c2)N2CCCC2)cc1 (stereo unspecified),101,4,1.1,-0.3,0.0,-5,-6,3,5,1.5
COC(=O)c1ccc(-c2noc(CN3CCCC(CNC(C)=O)C3)n2)cc1 (stereo unspecified),110,23,1,-0.2,-1.2,-5,0,-9,5,1.1
NS(=O)(=O)c1cccc(NC(=O)COC(=O)CN2C(=O)C3CC=CCC3C2=O)c1 (stereo unspecified),101,6,1,-0.1,-1.5,-21,0,-9,21,1.1
Cn1ccnc1SCC(=O)c1cccc(Br)c1,113,4,0.9,0.3,0.3,-46,8,-4,46,1.5
COc1ccc(N2CCN(Cc3nc(N)nc(Nc4ccccc4OC)n3)CC2)cc1,101,20,1,0.0,3.8,-4,-1,0,4,1
COc1ccc(C)cc1NS(=O)(=O)c1cn(C)nc1C,99,13,1.1,-0.3,-1.4,18,-5,3,-18,1.2
Cn1c(CNc2ccccc2O)nc2ccccc21,100,61*,1,0.1,-1.5,-9,-1,2,9,1.4
CC(C)CCNC(=O)Cn1cc2c(n1)CCCCC2,103,-7,1,-0.4,-2.6,7,-3,-4,-7,1.1
O=C(CN1C(=O)COc2ccccc21)N1CCc2ccccc21,98,4,1.1,-0.5,-0.3,-6,-6,-7,6,0.97
Cc1ccc(S(=O)(=O)N2CCN(C(=O)Cc3ccc4c(c3)OCCO4)CC2)cc1C,104,2,1,-0.2,-0.3,7,-2,-2,-7,1.1
O=C(CSc1nc2ccccc2n1CCc1ccccc1)NC1CC1,101,20,1,-0.4,0.0,6,-4,-5,-6,0.94
CN1CCN(/C=N/c2c(C#N)cnn2-c2ccccc2)CC1,99,-2,1.1,0.5,-0.5,-8,-5,0,8,0.92
COc1ccc(C[C@H]2CN3C(=NC[C@H]3C)N2CCNC(=O)c2ccc(C)c(Br)c2)cc1,90,4,1.1,-0.2,0.0,3,-7,-4,-3,0.72
Cc1ccc(N(C(C)C(=O)O)S(=O)(=O)c2c(C)n[nH]c2C)cc1 (stereo unspecified),106,16,1,0.0,1.8,3,0,-4,-3,1.2
CCCCN(Cc1ccccc1)C(=O)CCN1C(=O)C2C3C=CC(C3)C2C1=O (stereo unspecified),100,5,1,0.1,-2.7,-9,-3,-8,9,0.95
CCCSc1nc2c(c(=O)n1CC)SC(C)C2 (stereo unspecified),97,-1,1,-0.3,-2.5,11,-1,3,-11,0.89
Cc1cc(S(=O)(=O)Nc2c(C)nc3nc[nH]n3c2=O)ccc1F,109,12,1,0.5,-0.7,-12,-1,-4,12,1.1
Cc1ccc(NC(=O)c2cccc(NC(=O)/C=C/c3ccco3)c2)cc1C,122,-31,0.7,0.1,0.6,-48,32,-7,48,1.5
Cc1ccc(S(=O)(=O)N2CCC(C(=O)N/N=C/c3cccnc3)CC2)cc1,103,-2,1,-0.2,0.0,9,-3,4,-9,0.94
CC1(C)C(=O)OC(C(=O)c2ccc(Cl)cc2)C(C)(C)C1=O (stereo unspecified),98,7,1,-0.3,-0.1,-2,-3,-4,2,0.96

# An excerpt of these results, tab-delimited.
mol	STAT1 act	G6PDH counter	FLuc act counter	Hsp70 act	Redox H2O2 prof	APP 5UTR inh	FLuc inh counter	Efa HMGR inh	APP 5'UTR act	NF-kB expr up
Cc1ccc(S(=O)(=O)N2CCN(C(=O)Cc3ccc4c(c3)OCCO4)CC2)cc1C	104	2	1	-0.2	-0.3	7	-2	-2	-7	1.1
O=C(CSc1nc2ccccc2n1CCc1ccccc1)NC1CC1	101	20	1	-0.4	0.0	6	-4	-5	-6	0.94
CN1CCN(/C=N/c2c(C#N)cnn2-c2ccccc2)CC1	99	-2	1.1	0.5	-0.5	-8	-5	0	8	0.92
COc1ccc(C[C@H]2CN3C(=NC[C@H]3C)N2CCNC(=O)c2ccc(C)c(Br)c2)cc1	90	4	1.1	-0.2	0.0	3	-7	-4	-3	0.72
Cc1ccc(N(C(C)C(=O)O)S(=O)(=O)c2c(C)n[nH]c2C)cc1 (stereo unspecified)	106	16	1	0.0	1.8	3	0	-4	-3	1.2
CCCCN(Cc1ccccc1)C(=O)CCN1C(=O)C2C3C=CC(C3)C2C1=O (stereo unspecified)	100	5	1	0.1	-2.7	-9	-3	-8	9	0.95
CCCSc1nc2c(c(=O)n1CC)SC(C)C2 (stereo unspecified)	97	-1	1	-0.3	-2.5	11	-1	3	-11	0.89
Cc1cc(S(=O)(=O)Nc2c(C)nc3nc[nH]n3c2=O)ccc1F	109	12	1	0.5	-0.7	-12	-1	-4	12	1.1
Cc1ccc(NC(=O)c2cccc(NC(=O)/C=C/c3ccco3)c2)cc1C	122	-31	0.7	0.1	0.6	-48	32	-7	48	1.5
Cc1ccc(S(=O)(=O)N2CCC(C(=O)N/N=C/c3cccnc3)CC2)cc1	103	-2	1	-0.2	0.0	9	-3	4	-9	0.94
CC1(C)C(=O)OC(C(=O)c2ccc(Cl)cc2)C(C)(C)C1=O (stereo unspecified)	98	7	1	-0.3	-0.1	-2	-3	-4	2	0.96

# Continuation:
SMILES,STAT1 act,G6PDH counter,FLuc act counter,Hsp70 act,Redox H2O2 prof,APP 5UTR inh,FLuc inh counter,Efa HMGR inh,APP 5'UTR act,NF-kB expr up
CC(=O)c1ccc(NC(=S)N(C)C2CCN(C)CC2)cc1,100,1,1.1,-0.1,0.1,1,-8,0,-1,1
O=C(NCC1CCCO1)C1CCN(C(=O)c2ccc(Cl)cc2)CC1 (stereo unspecified),102,-4,1,-0.2,0.6,-12,-4,-7,12,1.3
COc1ccc(CCNC(=O)Cn2cccc2C(=O)c2ccccc2)cc1OC,103,0,1,-0.4,0.0,6,2,-8,-6,1.2
COc1ccc(-c2cc3ccccc3n2CC(O)CN2CCN(CCO)CC2)cc1 (stereo unspecified),102,0,1,-0.2,-1.1,10,-4,1,-11,1.1
Cc1cccc(-c2nnc(NC(=O)c3ccc(N4C(=O)CCC4=O)cc3)s2)c1,104,4,1,0.2,0.5,11,-4,-3,-11,1
COc1ccccc1C(=O)NCc1ccccc1,102,10,1,0.0,0.2,-6,-2,-3,6,1.3
CCOC(=O)C(Cc1c[nH]c2ccccc12)NC(=O)c1ccco1 (stereo unspecified),98,7,1,-0.1,2.1,-3,-1,-4,3,1.2
COCCCNc1nc(=S)[nH]c2cc(OC)c(OC)cc12,99,2,1,-0.2,1.3,15,-2,-1,-15,1.1
CC(=O)Nc1ccc(NC(=O)CN2CCCC(C)C2)c(Cl)c1 (stereo unspecified),119,-2,1,-0.4,2.5,-30,-3,2,30,4.2*
COc1cc2c(=O)n(CCCC(=O)NCC3CCCO3)c(=O)n(CC(=O)c3ccc(F)cc3)c2cc1OC (stereo unspecified),94,5,1,-0.3,-1.1,-26,0,-2,27,1.2
CCCN1CCN(CCCNC(=O)c2cc3c(=O)[nH]c4ccccc4c3s2)CC1,104,4,1,0.2,-1.4,10,-2,-2,-10,/
CCOc1cc(/C=N/NC(=O)COc2ccc(C)cc2)ccc1OC(=O)c1cccs1,106,4,1.1,-0.1,-2.3,-11,-10,-5,11,0.79
C/C(=N\NC(=O)c1cccnc1)c1cc2ccccc2o1,113,-4,1,0.0,-0.1,13,2,-4,-13,1.2
CC(C)CCn1cnc2c([nH]c3cccc(Cl)c32)c1=O,100,2,1,0.0,2.1,-5,-3,-3,5,1.4
Cc1cc(C)n2nc(SCC(=O)N(C(C)C)C(C)C)nc2n1,98,8,1,0.1,-2.3,-13,-4,-7,13,1.1
COCC(C)n1c(C)cc(C(=O)CSc2cc(C)c3ccccc3n2)c1C (stereo unspecified),89,-3,1,-0.3,-0.2,-12,-5,-2,11,0.92
COc1ccc2c(c1)C(SCC(=O)NCCc1ccc(Cl)cc1)CC(C)(C)O2 (stereo unspecified),94,19,1.1,-0.3,0.6,-11,-12,2,11,0.89
O=C(C1=C[C@H](c2ccc(Br)cc2)C[C@H](OCCCCO)O1)N1CCN(Cc2ccccc2)CC1,95,16,1.1,-0.3,0.5,-1,-6,-7,1,1.1
O=C(O)c1ccccc1-c1nc(-c2ccccc2)c(-c2ccccc2)[nH]1,105,6,1,-0.2,-0.1,-29,-2,0,29,0.9
CCCCc1cc(=O)oc2cc(OCc3nn[nH]n3)c(Cl)cc12,100,2,1,-0.4,2.0,/,-3,-8,/,1.3
CCOC(=O)C1=C(O)/C(=C/c2ccc(OCC(=O)O)c(OCC)c2)SC1=Nc1ccccc1,98,6,1.1,-0.2,0.2,4,-9,-7,-4,1.3
COc1cc2c(cc1OC)CN(c1ccc([N+](=O)[O-])cc1Cl)CC2,97,-7,1,-0.5,0.5,6,1,0,-6,1.1
Cc1cccc(-n2cnc3cc([N+](=O)[O-])ccc32)c1,103,-4,1,-0.2,-0.4,-10,-4,-2,10,1.1
O=C(CO/N=C/c1ccccc1OC(F)F)NC1CCCC1,96,7,1.1,-0.2,-1.6,-8,-6,0,8,1.2
CCn1c(CCCNC(=O)c2cccs2)nc2ccccc21,102,-3,1.1,-0.3,-1.4,-1,-9,-1,1,1
Cc1ccc(CN2CCSc3sccc3C2=O)cc1,110,6,1.1,-0.2,-0.9,-5,-8,6,5,0.97
COc1ccc(-n2c(C(C)(C)C)csc2=Nc2c(C)n(C)n(-c3ccccc3)c2=O)cc1,101,-4,1,-0.3,-0.2,5,-4,-3,-5,1.2
CSc1ccc(/C=N/NC(=O)c2cccc(O)c2)cc1,97,0,0.1,0.1,-4.0,-159,91*,-3,159*,4.5*
CC(NC(=O)c1csc2ccccc12)C1CCCO1 (stereo unspecified),103,-7,1,-0.5,0.3,7,-4,-2,-7,0.95
COC(=O)c1ccccc1NC(=O)c1cccc(NC(=O)C(C)C)c1,102,6,1,-0.4,-0.1,-18,-4,-4,18,0.73
